Screens (PubChem)
CHT PAM: CHT positive allosteric modulators, primary screen, cell-based, membrane potential dye, choline EC20; High affinity choline transporter 1 (Homo sapiens), Q9GZV3; CHT-expressing cells; stronger effect = higher value; LV-AA mutant CHT in HEK293 cells; 310,000 compounds, 0.49% hits; B-score at 10 µM; AID 488977, 2010;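 active means initial fluorescence not abnormally high and integrated response B-score, plate-corrected, over 3 SD above library mean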
Target sequence (Q9GZV3 whole entry, looked up): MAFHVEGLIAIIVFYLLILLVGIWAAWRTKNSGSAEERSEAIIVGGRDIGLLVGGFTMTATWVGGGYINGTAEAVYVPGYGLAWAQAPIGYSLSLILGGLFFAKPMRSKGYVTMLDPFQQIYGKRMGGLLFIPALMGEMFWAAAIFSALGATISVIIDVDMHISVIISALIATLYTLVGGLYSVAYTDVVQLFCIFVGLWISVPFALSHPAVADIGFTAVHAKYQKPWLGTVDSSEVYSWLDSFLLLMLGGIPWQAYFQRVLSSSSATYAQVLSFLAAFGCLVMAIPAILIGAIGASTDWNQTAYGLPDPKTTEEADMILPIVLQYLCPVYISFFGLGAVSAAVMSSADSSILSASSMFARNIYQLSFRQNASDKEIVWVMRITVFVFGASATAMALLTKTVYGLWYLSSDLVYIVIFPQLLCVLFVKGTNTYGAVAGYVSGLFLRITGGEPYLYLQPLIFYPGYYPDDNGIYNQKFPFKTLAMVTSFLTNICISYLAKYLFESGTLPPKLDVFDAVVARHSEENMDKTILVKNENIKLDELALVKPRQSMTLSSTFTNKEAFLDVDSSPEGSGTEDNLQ
CHT block: inhibitors of human choline transporter CHT; High affinity choline transporter 1 (Homo sapiens), Q9GZV3; CHT-expressing cells, membrane potential dye, choline response; stronger effect = lower value; B-score at 10 µM; 310,000 compounds, 0.86% hits; AID 488975, 2010;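 active means B-score over 3 SD under the library average, and starting fluorescence ratio not unusually high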;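 further: choline stimulus applied at its EC90 after an EC20 pre-addition; B-score computed on integrated fluorescence ratio after choline addition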
Starred values were filed as active, the others as inactive; i = inactive.

smiles,CHT PAM,CHT block
OC(COc1ccc2ccccc2c1Br)Cn1ccnc1 (configuration not stated),i,i
O=C(N/N=C/c1ccsc1)c1cc(O)cc(O)c1,i,i
O=C1Nc2cccnc2Sc2ccccc21,i,i
O=C(Nc1ccc(OC(F)(F)F)cc1)c1[nH]ncc1[N+](=O)[O-],i,i
C=CCn1c(O)c(C(CC)=NCCN2CCOCC2)c(=O)[nH]c1=O,i,i
O=C(O)Cn1c(SCCOc2ccccc2F)nc2ccccc21,i,i
COCCNC(=O)c1sc2ncn(CC(=O)Nc3ccc(C)c(Cl)c3)c(=O)c2c1C,i,i
CCCc1cc(=O)[nH]c(SCC(=O)c2cc(C)n(C)c2C)n1,i,i
COc1cc(/C=C(/NC(=O)c2ccccc2)C(=O)Nc2cccc(O)c2)c([N+](=O)[O-])cc1OC,i,i
COc1ccccc1N1CCN(C(=O)c2ccc(N3CCCC3=O)cc2)CC1,i,i
CCNc1nc(NCC)n2c(SCC(=O)c3ccc(C(C)C)cc3)nnc2n1,i,i
CCCCn1c(N)c(N(CC(C)C)C(=O)c2ccc(Br)s2)c(=O)[nH]c1=O,i,i
CC1Cc2nc(SCC(=O)N3CCCc4ccccc43)n(C)c(=O)c2S1 (configuration not stated),i,-7.59*
COc1ccc(N2CCN(C(=O)C3CCN(S(=O)(=O)c4c(C)noc4/C=C/N(C)C)CC3)CC2)cc1,i,i
O=C(c1ccco1)N1CCN(C(=O)c2ccc(COc3ccc(F)cc3)o2)CC1,i,i
COc1cc(-c2noc(C)c2C(=O)NCCO)cc(OC)c1OC,i,i
CN(C(=O)c1cc(-c2ccccc2)on1)C1CCCCC1,i,i
Cc1ccc(S(=O)(=O)Oc2ccc(C3C4=C(CCCC4=O)OC4=C3C(=O)CCC4)cc2)cc1,i,i
COc1ccc(S(=O)(=O)Nc2cccc(S(=O)(=O)NC3=NCCC3)c2)cc1[N+](=O)[O-],i,i
Cc1ccc(S(=O)(=O)N2CCOCC2)cc1C(=O)OCCOc1cccc(Cl)c1,i,i
O=C(Cn1cnc2ccccc2c1=O)OCC(=O)c1ccc2c(c1)OCCO2,i,i
Cc1nn(C2CCS(=O)(=O)C2)c(Cl)c1/C=C/C(=O)OCC(=O)c1cc(C)n(-c2ccc(F)cc2)c1C (configuration not stated),i,i
O=C1C2C3C=CC(C3)C2C(=O)N1c1ccc(-c2nc3ccccc3c(=O)o2)cc1 (configuration not stated),i,i
COc1cc(S(=O)(=O)NC2CCCCC2)c(C)cc1C,i,i
C=CCN(CC=C)C(=S)NC(=O)c1ccc(OC)cc1,i,i
O=C(O)CSCC(=O)c1ccccc1,i,i
CCC(C)NC(=O)c1nn(Cc2ccccc2)c(=O)c2ccccc12 (configuration not stated),i,i
O=C(Nc1ccc2nsnc2c1)NC1CCCCC1,i,i
CCOc1ccc(C2C(C#N)=C(C)NC3=C2C(=O)c2ccccc23)cc1 (configuration not stated),i,i
CCOn1c(=O)c(-c2ccc(Cl)cc2)[n+]([O-])c2ccccc21,i,i
C=CCN(c1ccc(C(N)=O)cc1)S(C)(=O)=O,i,i
COc1ccccc1N1CCN(C(=O)CSc2ccccc2)CC1,i,i
COc1ccc(CCNC(=O)COc2coc(CN3c4ccccc4CC3C)cc2=O)cc1OC (configuration not stated),i,i
CCc1nc2sc3c(c2c(=O)n1CCO)CCC3,i,i
Cc1ccc(-c2cc(-c3ccccc3)[nH]c(=S)c2C#N)cc1,i,i
NC(=O)C1CCN(c2ccc(C(F)(F)F)cn2)CC1,i,i
CC(=O)Nc1ccc(Br)c2ccccc12,i,i
Cc1ccc(S(=O)(=O)Oc2cccc(/C=N/n3cnnc3)c2)cc1,i,-10.4*
COc1ccc(CN2CC(C(=O)N3CCOCC3)CC2=O)cc1 (configuration not stated),i,i
COc1ccc(OC)c(CN2CCN(S(=O)(=O)c3ccc(NC(C)=O)cc3)CC2)c1,i,i
CCN(Cc1ccncc1)C(=S)Nc1c(C)cccc1C,i,i
CCc1ccc(NS(=O)(=O)c2ccc3[nH]c(=O)[nH]c3c2)cc1,i,i
CC(=O)Nc1sc2c(c1CN1CCCC1)CCCC2,i,i
Cc1ccc(-c2csc3nnc(SCC(=O)N4CCN(Cc5ccccc5)CC4)n23)cc1,i,i
CCCC1(C(=O)O)NC(c2ccccc2O)C2C(=O)N(c3cccc(Cl)c3)C(=O)C21 (configuration not stated),i,i
CCCCN(CC)CCCNC(=O)c1cn(CC(C)C)c(=O)c2c1c1ccccc1n2C,i,i
CCn1c(SC(C)C(=O)Nc2nccs2)nnc1-c1ccncc1 (configuration not stated),i,i
COc1ccc(CCNC(=O)C(=O)NCC2CCCN2S(=O)(=O)c2ccc(OC)cc2)cc1 (configuration not stated),i,i
CN(C)S(=O)(=O)c1cc(NC(=O)Cn2ccsc2=N)ccc1Cl,i,i
CCC(=O)Nc1nc2n(n1)C(c1ccc(OC)cc1)C=C(c1ccccc1)N2 (configuration not stated),i,i

Going on with the list:
smiles,CHT PAM,CHT block
COc1ccc(CN2CCN(CCSc3ccc(C)cc3)CC2)c(OC)c1OC,i,i
C/C(=N\NC(=O)C1(C)CC1(Br)Br)c1cccc(NC(=O)C2CCC2)c1 (configuration not stated),i,i
Cc1nc(CC(=O)N2CCN(S(=O)(=O)c3ccccc3C#N)CC2)cs1,i,i
COCCCN(C(=S)Nc1ccc(OC)cc1)C(C)c1ccncc1 (configuration not stated),i,i
N#CCCCSc1ncccc1-c1nc2ccccc2[nH]1,i,i
Cc1ccc(/C=N/N=C2/NC(=O)C(CC(=O)Nc3ccc(Cl)cc3)S2)o1 (configuration not stated),i,i
COCCNC(=O)C(=O)NCC1OCCN1S(=O)(=O)c1ccc2c(c1)OCCO2 (configuration not stated),i,i
COc1ccc(Cn2cnc3c4cc(F)ccc4n(C)c3c2=O)cc1,i,i
Cc1ccc(NC(=O)Cn2ncn3c(cc4ccccc43)c2=O)c(C)c1,i,i
O=C(CCCCCNC(=O)c1ccccc1)N/N=C/c1ccccc1O,i,i
Cc1ccc(-c2nc3ccccc3o2)cc1NC(=S)NC(=O)c1cc2ccccc2o1,i,i
Cc1nc(SCC(=O)Nc2ccc3c(c2)OCCO3)c2oc3ccccc3c2n1,i,i
COc1ccc(CC2(CO)CCN(C(C)Cc3ccc(Cl)cc3)CC2)cc1 (configuration not stated),i,i
COc1ccccc1NC(=S)NC1CCCCCC1,i,i
Cc1ccc(NS(=O)(=O)c2cccc3cccnc23)cc1Cl,i,i
O=C(/C=C/c1cccs1)N1CCC2(CC1)Oc1ccc(Cl)cc1C(=O)C21CC(c2cccnc2)=NO1 (configuration not stated),i,i
CC(C(=O)Nc1cccc([N+](=O)[O-])c1)N(c1ccccc1)S(C)(=O)=O (configuration not stated),i,i
CCn1c(SCC(=O)c2ccc(F)cc2)nnc1-c1ccoc1C,i,i
CC(C)(C)OC(=O)N1CCN(C(=O)Cn2cc(CCO)nn2)CC1,i,i
CCNc1nc(NC(C)C)nc(SCCOc2ccc(C)cc2)n1,i,i
Brc1ccccc1-n1nnc(-c2cnc3ccccc3c2)n1,i,i
Cc1cc(-c2ccc(C(C)C)c(S(=O)(=O)N3CCC(C)CC3)c2)on1,i,i
CN1CCN(S(=O)(=O)c2cccc(S(=O)(=O)c3ccc(Cl)cc3)c2)CC1,i,i
COc1ccccc1N1CCN(C2CCCN(C(=O)c3csc(C)n3)C2)CC1 (configuration not stated),i,i
COc1ccc(CC(=O)N2CCNC2=O)cc1,i,i
CCCCCC(O)(c1ccc(OCC)cc1)C(CN1CCOCC1)c1ccccc1 (configuration not stated),i,i
O=C(COc1ccc2ccc(=O)oc2c1)N1CCc2ccccc21,i,i
CC(C)CCNC(=O)COc1ccc(N(C)S(=O)(=O)c2ccc(F)cc2)cc1,i,i
Cc1nc(SCC(=O)NC(C)(C)C)c2c(-c3cccs3)csc2n1,i,i
COc1ccc([N+](=O)[O-])cc1NC(=O)C(C)OC(=O)C1CCC1 (configuration not stated),i,i
O=C(NCCc1ccc(F)cc1)c1ccc([N+](=O)[O-])cc1,i,i
Cc1cc(C)c(S(C)(=O)=O)c(Oc2cccc(Cl)c2)n1,i,i
O=C(CN1C(=O)c2ccc([N+](=O)[O-])cc2C1=O)NC1CCCCCC1,i,i
O=S(=O)(O)c1cccc(N=Nc2c(O)ccc3ccccc23)c1,i,i
CN(Cc1cnccn1)C(=O)CC1C(=O)NCCN1CC(c1ccccc1)c1ccccc1 (configuration not stated),i,i
O=C(COC(=O)/C=C/c1ccc(Cl)cc1Cl)Nc1ccc2c(c1)OCCO2,i,i
Cc1ccc2nc(SCC(=O)Nc3ccc(Cl)cc3)nc(=O)n2c1,i,i
CN(Cc1nc(-c2ccc(C(F)(F)F)cc2)no1)C1CCOCC1,i,i
CCCn1nnc(NC(=O)COc2ccc(CC)cc2)n1,i,i
O=C(Cc1n[nH]c(=O)c2ccccc12)Nc1ccc(-c2nnc3n2CCCCC3)cc1,i,i
CC(=O)N/C(N)=N/c1nc(=O)c2ccccc2s1,i,i
O=C1C2CC=CCC2C(=O)N1CNc1ccccc1 (configuration not stated),i,i
O=C1[C@H]2[C@@H](/C=C/c3ccccc3)N3C(=O)CN(CC4CC4)C(=O)[C@@]3(Cc3ccccc3)[C@H]2C(=O)N1c1ccccc1,i,i
Cc1ccc(C2=NS(=O)(=O)N(C)C(C(=O)Nc3cc(C)n(CC(=O)N4CCCCC4)n3)=C2)cc1,i,i
O=C(CCn1c(=S)[nH]c2ccccc2c1=O)N1CCCCC1,i,i
CC(=O)N(Cc1cc(=O)[nH]c2ccccc12)c1ccccc1C,i,i
CSc1nc2nc(-c3cccc(C(F)(F)F)c3)ccn2n1,i,i
CCc1nc2c(c(SC)nn2-c2ccccc2)c(N)c1C(=O)OC,i,i
CC(C)NC(=O)CC(=O)N/N=C/c1ccc(F)cc1,i,i
COc1cc(/C=C/C(=O)O)cc(S(=O)(=O)Nc2ccc3c(c2)CCC3)c1OC,i,i

The list goes on.
smiles,CHT PAM,CHT block
O=C(Oc1coc(CSc2nnc(NC(=O)C3CC3)s2)cc1=O)c1ccccc1,i,i
Cc1cccc(Oc2cc([N+](=O)[O-])cc3c2C(=O)Nc2ccccc2O3)c1,i,i
CCCCn1c(CN2CCN(C(=O)c3ccco3)CC2)nc2c1c(=O)n(C)c(=O)n2C,i,i
CCCCOc1ccc(S(=O)(=O)NNC(=O)C2Cc3c(ccc4ccccc34)O2)cc1 (configuration not stated),i,i
CCCCCC(=O)N/N=C/c1cc(Br)c(O)c(OC)c1,i,i
COc1cccc(NC(=S)NCCC(c2ccccc2)c2ccccc2)c1,i,i
COc1ccccc1C1NC(=O)NC(C)=C1C(=O)OC1CCCC(C)C1 (configuration not stated),i,i
O=C(COC(=O)CNC(=O)c1ccco1)Nc1ccc(Cl)cn1,i,i
CC1(c2ccccc2)NC(=O)N(CC(=O)NCCC2=CCCCC2)C1=O (configuration not stated),i,i
Cc1ccn(CC(=O)O)c(=O)c1,i,i
O=C(N/N=C/c1cc(Br)ccc1O)c1ccncc1,i,i
CCOc1ccc(CNC(=O)CCCN2C(=O)C(c3ccccc3)Oc3cccnc32)cc1 (configuration not stated),i,i
S=C(Nc1cccc(Cl)c1)NC1CC2CCCC(C1)N2C1CCCC1 (configuration not stated),i,i
COc1ccc(NS(=O)(=O)c2cc3c(cc2C)N(C(C)=O)CCO3)c(OC)c1,i,i
CN(Cc1ccccc1)c1nc(-c2ccc([N+](=O)[O-])cc2)nc2ccccc12,i,i
COc1ccc2[nH]c(=O)c(CN(CCN(C)C)C(=O)NCc3ccccc3)cc2c1,i,i
Cc1nc(NCCCn2ccnc2)c2ccccc2n1,i,i
COc1ccc(CCN2CC(C(=O)NCC3(O)CCCCC3)CCC2=O)cc1 (configuration not stated),i,i
CN(C1CCCC1)C1CCN(C(=S)Nc2cc(F)cc(F)c2)CC1,i,i
Nn1c(-c2ccccc2Cl)nnc1-c1ccccc1Cl,i,i
CCc1ccc(OCC2c3cc(OC)c(OC)cc3CCN2C(C)=O)cc1 (configuration not stated),i,i
Cc1ccc2nc(N(CCCN(C)C)C(=O)c3ccc4ncsc4c3)sc2c1,i,i
